# UGM FP inh: inhibitors of M. tuberculosis UDP-galactopyranose mutase; 320,000 tested, 0.06% active; P9WIQ1; purified UGM, fluorescence polarization probe displacement; inhibition, % at 10 µM; in the data active = inhibition above about 10%, passing the limit was not always enough; inconclusive = no clear call, values can overlap the other calls
# GDH-TPI inh: counter-screen for M. tuberculosis FBA inhibitors: GDH-TPI coupled enzymes | 360,000 tested, 1.2% active | inhibition, % at 4.8 µM | GDH-TPI coupled enzyme counterscreen, NADH absorbance; in the data active = inhibition above about 30%;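 note: 0% = DMSO wells and 100% = wells lacking the enzyme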
# Anthrax LF inh2: inhibitors of Bacillus anthracis lethal factor protease; P15917; multiplex microsphere protease cleavage assay, LF; inhibition, % at 10 µM; 360,000 tested, 0.12% active; AID 588501; note: plate controls were buffer without enzyme for full effect and enzyme alone for no effect
# Target sequence (P15917 whole entry, looked up): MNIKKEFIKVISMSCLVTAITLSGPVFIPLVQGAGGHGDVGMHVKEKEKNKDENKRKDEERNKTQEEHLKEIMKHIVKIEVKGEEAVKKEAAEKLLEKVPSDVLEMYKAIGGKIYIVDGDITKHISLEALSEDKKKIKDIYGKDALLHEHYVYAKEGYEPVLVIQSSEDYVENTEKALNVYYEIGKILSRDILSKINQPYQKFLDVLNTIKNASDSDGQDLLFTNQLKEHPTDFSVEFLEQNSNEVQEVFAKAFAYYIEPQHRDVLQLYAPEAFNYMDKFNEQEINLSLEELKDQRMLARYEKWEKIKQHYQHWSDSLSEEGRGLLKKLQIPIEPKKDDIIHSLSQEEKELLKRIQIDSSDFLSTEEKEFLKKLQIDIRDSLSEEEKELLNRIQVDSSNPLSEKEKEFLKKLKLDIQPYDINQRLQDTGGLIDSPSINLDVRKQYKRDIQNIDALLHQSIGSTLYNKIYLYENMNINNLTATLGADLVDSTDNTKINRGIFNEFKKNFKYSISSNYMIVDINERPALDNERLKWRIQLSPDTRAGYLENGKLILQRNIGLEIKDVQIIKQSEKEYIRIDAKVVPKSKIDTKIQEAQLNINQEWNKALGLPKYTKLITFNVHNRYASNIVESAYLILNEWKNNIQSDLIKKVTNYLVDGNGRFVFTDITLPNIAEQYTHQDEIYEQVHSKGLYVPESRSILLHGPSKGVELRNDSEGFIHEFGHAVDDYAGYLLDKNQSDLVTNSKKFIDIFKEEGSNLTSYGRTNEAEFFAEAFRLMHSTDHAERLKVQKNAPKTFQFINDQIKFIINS
# Mtb FBA inh: inhibitors of M. tuberculosis fructose-bisphosphate aldolase; purified M. tuberculosis FBA, fluorescence read-out; inhibition, % at 1 µM; 360,000 tested, 2.3% active; AID 588726; in the data active = inhibition above about 27%;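 note: 0% = vehicle and 100% = reference inhibitor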
# PfHsp40 rescue: restores yeast growth despite PfHsp40 toxicity. S. cerevisiae expressing PfHsp40, growth rescue, ATP luminescence. growth rescue, % at 12.5 µM. 340,000 tested, 0.68% active. AID 504582; in the data active = growth rescue above about 28%, passing the limit was not always enough; inconclusive = no clear call, values can overlap the other calls;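 note: yeast W303a lacking pdr1 and pdr3 grown in galactose medium; growth measured after three days at 30 °C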
# FadD28 FP inh: blocks FadD28 binding to the bisubstrate probe; inhibition, % at 12.5 µM; 360,000 tested, 0.22% active; AID 588549; fluorescence polarization; in the data active = inhibition above about 8.5%, passing the limit was not always enough; inconclusive = no clear call, values can overlap the other calls
# BoNT A protease: BoNT A light chain protease inhibition; multiplex microsphere protease substrate cleavage, flow cytometry; inhibition, % at 10 µM; 360,000 tested, 0.17% active; AID 588499; note: plate controls were buffer without enzyme for full effect and enzyme alone for no effect
# BoNT F protease: inhibitors of Botulinum neurotoxin F light chain protease | Multiplex microsphere protease cleavage assay, flow cytometry | inhibition, % at 10 µM | 360,000 tested, 0.22% active | AID 588497; in the data active = inhibition above about 35%, passing the limit was not always enough; inconclusive = no clear call, values can overlap the other calls; note: plate controls were buffer without enzyme for full effect and enzyme alone for no effect
# Mtb BioA inh: inhibitors of Mycobacterium tuberculosis BioA enzyme. purified M. tuberculosis BioA enzyme, plate reader. inhibition, % at 9.99 µM. 360,000 tested, 0.096% active. AID 602481; in the data active = inhibition above about 40%; inconclusive = no clear call, values can overlap the other calls
# * = called active by the depositor; ? = inconclusive; / = not tested or not shown; & = joins results of further samples. Cut-off read from the data, not from the text of the source, unless noted: active = inhibition above about 30%; inconclusive = no clear call, values can overlap the other calls; inactive = below that.
SMILES,UGM FP inh,GDH-TPI inh,Anthrax LF inh2,Mtb FBA inh,PfHsp40 rescue,FadD28 FP inh,BoNT A protease,BoNT F protease,Mtb BioA inh
O=S1(=O)CCN2C(c3cccc4ccccc34)=CSC2=N1,-4.6,1,-5,2,1.0,-1.8,-0.9,-2,/
CCC(Oc1ccccc1)C(=O)N(CC)CC(=O)NCc1ccc(F)cc1 (stereo unspecified),/,7,5,1,1.5,-0.4,-1.4,-7,/
O=C(Nc1ccc(C(=O)N2CCCc3ccccc32)cc1)c1cccs1,0.2,19,/,1,6.1,-2.0,/,/,0.1
O=C(Cn1nnc2ccccc2c1=O)N1CCCc2ccccc21,-1.5,-2,-3,0,0.7,-2.8,-2.5,-23,1.1
COCC(C)n1c(C)cc(C(=O)COC(=O)c2nc3nc(C)cc(C)n3n2)c1C (stereo unspecified),0.2,-5,-5,2,-1.9,-4.0,2.5,2,-1.0
Cc1ccc(N2C(=O)NC3(CCCCC3)C2=O)cc1,-0.6,0,-3,4,0.8,-1.8,-0.9,?,-1.4
CC1(C(=O)Nc2ccc(Cl)c(C(F)(F)F)c2)Cc2c(-c3ccc4c(c3)OCO4)ccnc2O1 (stereo unspecified),/,-1,0,4,/,-3.5,0.1,-6,-0.1
COc1cccc(NC(=O)c2ccc(NCCCN3CCC(C)CC3)c([N+](=O)[O-])c2)c1,0.4,-7,-6,-1,-1.0,-6.7,-0.3,-8,-2.0
COc1cc(/C=C/C(=O)Nc2cc(C(F)(F)F)ccc2Cl)cc(OC)c1OC,1.3,0,0,12,1.7,-3.2,-0.1,-4,0.0
O=C(O)CCC1(CCC(=O)O)CCCC(CCC(=O)O)(CCC(=O)O)C1=O,/,0,-12,-1,0.0,-5.0,0.2,-48,-0.9
COc1nc(Cl)cn(-c2ccc(Cl)cc2)c1=O,-5.5,7,-3,2,-1.0,-0.1,0.3,-3,/
NC(=O)c1oc2ccc(Cl)cc2c1N,0.2,5,-5,87*,0.1,0.1,-11,-154,0.6
Cc1cc(OCC(=O)O)c2c3c(c(=O)oc2c1)CCCC3,3.0,6,-3,185*,0.9,-2.3,-0.3,-9,-0.1
CCc1nnc(NC(=O)C2Cc3ccccc3CN2S(=O)(=O)c2cccs2)s1 (stereo unspecified),0.1,17,-3,3,-1.8,-3.2,1.1,2,-1.4
CC(/C=C/c1ccco1)=N/NC(=O)Cc1cccs1,-2.4,17,-1,2,0.9,-2.7,0.9,3,0.5
COc1ccccc1N1CCN(Cc2nc3ccccc3c(=O)n2CC(C)=O)CC1,-1.2,3,0,0,-0.8,1.4,0.2,11,-2.1
CN(C)S(=O)(=O)NCc1ccc2c(c1)OCO2,-1.5,2,-6,2,-1.0,-3.4,-0.9,-5,-0.1
Cc1ccccc1C1c2[nH]c3ccccc3c2C[C@H]2C(=O)N(C3CCN(Cc4ccccc4)CC3)CC(=O)N12 (stereo partly specified),2.7,12,16,-3,0.7,-0.5,3.4,16,-4.9
Cc1cccc(-c2cnc(C(O)c3cc(C)cc(C)c3)[nH]2)c1 (stereo unspecified),/,4,-9,-2,/,-1.8,-0.1,-6,1.9
O=c1[nH]c(C2CCN(S(=O)(=O)c3ccc(F)cc3)CC2)nc2c1nnn2Cc1ccc2c(c1)OCCO2,4.1,17,0,2,-0.6,0.3,0.5,8,-1.2
Cc1nn(CCC#N)c(NC(=O)c2ccc(Cl)cc2Cl)c1P(=O)(Nc1ccc([N+](=O)[O-])cc1)N1CCOCC1 (stereo unspecified),-1.7,25,0,-3,1.2,-0.8,1.2,3,0.1
CCOc1ccc(Oc2nc(N(CC)CC)nc(N3CCOCC3)n2)nn1,0.2,8,-4,4,-1.2,0.7,0.3,-4,/
CCCN(CCC)c1nc(NC2CCN(C(=O)OCC)CC2)nc(OC)n1,0.9,12,3,-4,0.2,-2.7,0.9,-1,1.9
COC(=O)[C@]1(C)N[C@H](CN(C)C(=O)Nc2ccccc2)[C@@H]2C(=O)N(Cc3ccccc3)C(=O)[C@@H]21,-1.2,8,-4,0,1.3,-1.2,0.2,-1,-0.8
CC1CCN(Cc2ccc(-c3nnn(CC(=O)Nc4ccccc4Cl)n3)cc2)CC1,-1.0,-3,-5,6,-0.8,1.3,0.0,-2,/

# Taken from above:
# Value for O=C(Nc1ccc(C(=O)N2CCCc3ccccc32)cc1)c1cccs1 in UGM FP inh: 0.2
# Value for CC1CCN(Cc2ccc(-c3nnn(CC(=O)Nc4ccccc4Cl)n3)cc2)CC1 in UGM FP inh: -1.0

# Further structures
SMILES,UGM FP inh,GDH-TPI inh,Anthrax LF inh2,Mtb FBA inh,PfHsp40 rescue,FadD28 FP inh,BoNT A protease,BoNT F protease,Mtb BioA inh
CCCN1Cc2cccc(C(=O)N3CCN(c4ccc(F)cc4)CC3)c2C1=O,-2.6,2,7,3,-1.4,-0.2,-1.0,11,/
CSCCC(NS(=O)(=O)c1ccc2ccccc2c1)C(=O)OCC(=O)c1ccc(C(C)C)cc1 (stereo unspecified),-2.2,9,-6,2,2.6,-0.4,-1.4,-15,-0.2
O=C(C1=C(O)C(=O)N(c2ccccc2)C1c1ccc([N+](=O)[O-])cc1)c1cccs1 (stereo unspecified),3.2,14,-2,2,-0.8,-2.3,0.5,2,0.8
N#Cc1c(-c2ccc3c(c2)OCO3)cc[nH]c1=O,4.4,9,-2,4,-0.5,0.5,-3.1,7,0.0
CC(C)(C)C1CCC(C(=O)OCC(=O)N2CCN(C(=O)c3ccco3)CC2)CC1 (stereo unspecified),3.2,0,0,1,1.3,-2.2,-0.5,-2,1.1
CCCC(=O)N1CCCC1(C)C(=O)Nc1cc(OC)ccc1OC (stereo unspecified),/,11,-8,-1,/,-1.2,-0.5,1,-0.5
COc1ccccc1CNS(=O)(=O)c1ccc(C)cc1,-2.1,2,1,0,-1.3,0.9,-0.2,-3,-0.7
Cc1ccccc1-c1ccc2c(c1)O[C@@H](CN(C)C(=O)Nc1ccc(C(F)(F)F)cc1)[C@H](C)CN([C@@H](C)CO)S2(=O)=O,/,1,-4,-3,/,-3.0,0.1,1,-0.4&9.3
Cc1cc(C)cc(OCC(=O)NNC(=O)C2CCCO2)c1 (stereo unspecified),-4.3,-5,-2,0,3.4,-4.0,-1.3,-5,/
O=C(COC(=O)Cn1cnc2ccccc2c1=O)NCc1ccccc1,/,3,2,0,0.1,-1.7,0.7,0,-1.2
COc1ccc(CCNC(=O)c2ccccc2Cl)cc1OC,0.1,-1,3,6,-1.4,0.7,0.0,-4,-0.4
Cc1nonc1C(=O)N/N=C/c1ccc(O)cc1O,-0.5,18,1,-3,-2.3,-3.6,-1.3,-9,0.6
CCCCn1c(N)c(N(Cc2ccccc2OC)C(=O)c2ccc([N+](=O)[O-])s2)c(=O)[nH]c1=O,-1.5,8,-1,1,-1.2,-3.5,2.5,12,/
CNC[C@H](NC[C@@H](NCCCc1ccccc1)c1ccccc1)[C@H](C)O,-0.7,-1,0,0,0.3,-2.1,0.3,-10,0.5
CCOC(=O)CNC(=O)CSc1ncnc2c1cnn2Cc1ccccc1,-0.9,-5,3,0,-0.6,-3.7,-0.8,-27,0.6
CCN(c1ccccc1)S(=O)(=O)c1ccc(Cl)c(NC(=O)COC(=O)c2ccc(O)cc2)c1,1.1,7,0,-3,-0.9,-0.1,-0.6,-3,/
COC(=O)C[C@H]1c2cc(F)cc(F)c2S(=O)(=O)N1C1CCN(Cc2ccccc2)CC1,-0.6,6,-4,-3,-0.7,-4.0,0.6,-1,0.4
CCOC(=O)C1(Cc2ccc(OC)cc2)CCN(C(=O)CCc2cnccn2)CC1,5.7,0,3,2,-0.2,-1.9,-0.4,-1,-1.7
O=C1CC(NS(=O)(=O)c2ccc([N+](=O)[O-])cc2)CN1c1ccc2c(c1)OCCO2 (stereo unspecified),-1.7,-4,-3,1,0.6,0.1,-5.6,-4,0.8
COc1ccc2[nH]c(=O)c(CN(C(=O)NC3CCCCC3)C3CCCCC3)cc2c1,-5.8,24,2,6,-0.5,-2.3,-0.5,-4,0.6
CC(=O)c1cnc(Nc2nc(C)c3cc(C)c(C)cc3n2)nc1C,-1.3,3,-1,5,-0.1,-2.3,0.5,-1,-0.1
CCOC(=O)c1ccc(NC(=O)CCN2C(=O)C3CC=CCC3C2=O)cc1 (stereo unspecified),/,2,-3,4,-1.9,0.7,2.2,0,-1.6
Cc1cc(N/N=C/c2ccccc2[N+](=O)[O-])nc(-n2nc(C)cc2C)n1,-1.0,8,3,-3,55*,-2.1,3.2,-4,-0.7
CNC(=O)C[C@@H]1C(=O)N(c2ccc(Br)cc2)CC1(C)C,/,-3,-3,0,/,0.0,0.0,-3,/
CC(C)Sc1cc(N2CCCC2)nc(-c2ccc(F)cc2)n1,0.7,-1,-4,3,-0.7,-2.2,0.1,2,-0.6

# Of the compounds above, five have a thiophene ring, fused or not:
SMILES,UGM FP inh,GDH-TPI inh,Anthrax LF inh2,Mtb FBA inh,PfHsp40 rescue,FadD28 FP inh,BoNT A protease,BoNT F protease,Mtb BioA inh
O=C(Nc1ccc(C(=O)N2CCCc3ccccc32)cc1)c1cccs1,0.2,19,/,1,6.1,-2.0,/,/,0.1
CCc1nnc(NC(=O)C2Cc3ccccc3CN2S(=O)(=O)c2cccs2)s1 (stereo unspecified),0.1,17,-3,3,-1.8,-3.2,1.1,2,-1.4
CC(/C=C/c1ccco1)=N/NC(=O)Cc1cccs1,-2.4,17,-1,2,0.9,-2.7,0.9,3,0.5
O=C(C1=C(O)C(=O)N(c2ccccc2)C1c1ccc([N+](=O)[O-])cc1)c1cccs1 (stereo unspecified),3.2,14,-2,2,-0.8,-2.3,0.5,2,0.8
CCCCn1c(N)c(N(Cc2ccccc2OC)C(=O)c2ccc([N+](=O)[O-])s2)c(=O)[nH]c1=O,-1.5,8,-1,1,-1.2,-3.5,2.5,12,/

# (cont.)
SMILES,UGM FP inh,GDH-TPI inh,Anthrax LF inh2,Mtb FBA inh,PfHsp40 rescue,FadD28 FP inh,BoNT A protease,BoNT F protease,Mtb BioA inh
O=C(N/C(=C\c1cccs1)C(=O)N1CCOCC1)c1ccco1,-2.4,13,1,1,0.1,-0.9,-0.3,0,/
Cc1ccc(C)c(OC(C)C(=O)Nc2nccs2)c1 (stereo unspecified),-1.3,-1,4,0,0.2,0.7,-0.1,-1,-1.2
O=C(O)CCn1c(-c2ccccc2)cc2ccccc21,-1.6,-5,-1,58*,3.4,-3.1,-0.8,-1,/
COc1cc2oc(=O)c(Br)c(C)c2c(OC)c1OC,-0.9,29,-3,0,-1.4,-1.8,-1.7,-37,-0.1
COc1ccccc1NC(=O)COc1ccc(/C=N/NC(=O)c2cccnc2)cc1,-2.9,8,-2,0,0.6,-2.9,-2.8,5,2.8
C[C@@H]1CN([C@@H](C)CO)C(=O)c2c(c3ccccc3n2C)-c2ccccc2CO[C@H]1CN(C)C(=O)[C@H](Cc1ccccc1)N(C)C,/,-3,-6,0,/,-2.9,-1.5,-12,1.7
COc1cc(C)cc2c1OC(c1ccccc1)CC2=O (stereo unspecified),/,8,-4,2,-1.2,-1.7,-0.1,-4,-0.1
C[C@H](CO)N1C[C@H](C)[C@H](CN(C)C(=O)c2ccccn2)Oc2ncc(Br)cc2C1=O,/,-4,-4,1,/,0.5,0.0,-6,-0.6&-3.0
Cc1ccc(C)c(S(=O)(=O)Nc2ccccc2C(=O)Nc2ccc(S(=O)(=O)Nc3ncccn3)cc2)c1,2.5,-2,-1,106*,1.0,-1.7,1.0,3,-1.1
COC(=O)c1ccccc1NCc1cc(=O)oc2cc(O)c(O)cc12,-2.0,21,-12,26,-0.6,-1.3,-5.0,?,-2.9

# Bioassay records as filed in PubChem.
